# Screening data: PubChem BioAssay, Broad Institute
# RAD54 branch: RAD54 (human) branch migration inhibition. Q92698. AID 602329. RAD54 Holliday junction branch migration, FAM/BHQ fluorescence. 360,000 compounds, 0.14% hits. inhibition, % at 10.4 µM;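 active = mean normalized replicate activity at least 40 and at least half of replicates scoring 40 or more; inconclusive = only one of the two criteria met; inactive = mean below 40 and under half of replicates reaching 40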;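 also: 0% = median of neutral control wells and 100% = median of positive control wells; inhibitors cause a drop in the FAM fluorescence signal; in these data hits start at about 50%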
# CASP6 VEID inh: blocks human caspase-6 cleavage activity; 350,000 compounds, 0.53% hits; inhibition, % at 12.5 µM; purified caspase-6, Z-VEID-R110 cleavage fluorescence; P55212;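 active = mean inhibition across replicates at least about 35%, with every replicate also reaching that limit, limit read from the data; inconclusive = only one of the two criteria met; inactive = neither criterion met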;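 also: 0% = median of neutral control wells and 100% = no fluorescence left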
# E-selectin induc: E-selectin induction on HUVECs; HUVEC E-selectin immunofluorescence imaging; normalized: neutral wells 0, TNF-alpha wells 100; 260,000 compounds, 0.37% hits; AID 686992; activation, % at 7.58 µM; P16581;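 active = mean E-selectin-positive cell signal at least 10% of the positive control, reached in at least 60% of replicates, without over 20% cell loss; inconclusive = no rule given, readout overlaps actives, possibly toxicity-flagged; inactive = the rest, including those meeting only one limit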;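 also: in these data hits start at about 27%; measured in HUVEC primary endothelial cells; signal is the percent of cells scored E-selectin positive by PE staining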
#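 Test system – human umbilical vein endothelial cells (HUVEC), E-selectin induction · Input – 3,000 HUVEC seeded per well · Buffer or medium – EGM-2, gelatin · Compound dosing – single-point compound dose · Detection – immunofluorescence imaging · Measure – percent E-selectin-positive cells · Controls – TNF-alpha high, DMSO low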
# RAD52 inh: blocks human RAD52 DNA annealing. inhibition, % at 18.7 µM. AID 651710. P43351. recombinant RAD52 DNA annealing, FRET fluorescence. 360,000 compounds, 0.46% hits;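 active = every replicate showing at least 50% inhibition; inconclusive = mean inhibition at least 50% but not in every replicate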
# Target sequence (P43351 whole entry, looked up): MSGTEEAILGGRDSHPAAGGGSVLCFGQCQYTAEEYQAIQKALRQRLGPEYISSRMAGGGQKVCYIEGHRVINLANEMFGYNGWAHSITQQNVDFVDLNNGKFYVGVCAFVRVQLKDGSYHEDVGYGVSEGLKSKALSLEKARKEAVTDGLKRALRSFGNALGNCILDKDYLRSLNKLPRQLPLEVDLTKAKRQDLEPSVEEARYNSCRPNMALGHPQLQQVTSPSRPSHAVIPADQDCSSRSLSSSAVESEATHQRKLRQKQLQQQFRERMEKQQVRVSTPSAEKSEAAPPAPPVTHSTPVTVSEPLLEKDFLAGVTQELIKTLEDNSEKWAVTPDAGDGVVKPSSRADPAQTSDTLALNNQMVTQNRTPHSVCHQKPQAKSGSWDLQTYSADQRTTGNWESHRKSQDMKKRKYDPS
# PglD inh: PglD (C. jejuni) enzyme inhibition; purified PglD enzyme, DTNB colorimetric CoA detection; inhibition, % at 12.5 µM; 360,000 compounds, 0.098% hits; AID 602405; in the data active = inhibition above about 16%, passing the limit was not always enough; inconclusive = no clear call, values can overlap the other calls; also: strong numbers were not always called active
# ARNT-TACC3 inh: disruptors of human ARNT/TACC3 interaction | AlphaScreen His-ARNT PAS-B/GST-TACC3 binding, luminescence; TACC3 fragment carries E629A point mutation | 390,000 compounds, 0.66% hits | AID 623870 | inhibition, % at 9.99 µM | Q9Y6A5;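 active = mean inhibition of replicates at least 50% and at least half of replicates each reaching 50%; inconclusive = half or more replicates reach 50% but mean below 50%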;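 also: 0% = complete ARNT plus TACC3 wells and 100% = ARNT alone without TACC3; many hits fall short of the cut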
# ERp5 inh: inhibitors of human ERp5; Q15084; ERp5 insulin aggregation, absorbance 650 nm, 90 min; inhibition, % at 9.99 µM; 350,000 compounds, 0.05% hits; AID 651711;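 active = mean replicate inhibition above about 25%, with every replicate also reaching it, limit read from the data, passing the limit was not always enough; inconclusive = only one of those two criteria met; inactive = neither criterion met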
# Target sequence (Q15084 whole entry, looked up): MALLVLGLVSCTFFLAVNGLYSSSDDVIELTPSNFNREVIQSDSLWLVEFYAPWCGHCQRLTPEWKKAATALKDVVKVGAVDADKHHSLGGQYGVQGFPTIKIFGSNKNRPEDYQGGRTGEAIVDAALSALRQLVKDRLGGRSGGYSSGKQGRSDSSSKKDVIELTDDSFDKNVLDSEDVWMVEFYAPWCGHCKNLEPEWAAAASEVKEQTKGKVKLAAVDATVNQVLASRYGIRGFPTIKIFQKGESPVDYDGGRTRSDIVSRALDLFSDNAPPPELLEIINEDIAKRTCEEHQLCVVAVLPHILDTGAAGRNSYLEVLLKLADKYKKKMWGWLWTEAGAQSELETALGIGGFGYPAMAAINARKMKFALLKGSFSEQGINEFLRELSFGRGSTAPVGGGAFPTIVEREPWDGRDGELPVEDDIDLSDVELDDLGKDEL
# esBAF inh: inhibitors of esBAF chromatin remodeling in mouse ES cells. Bmi1-luciferase knock-in reporter, 24 h; 100% = twice the neutral-well signal. reporter increase, % at 12.5 µM. 350,000 compounds, 2% hits; in the data active = activation above about 40%; inconclusive = no clear call, values can overlap the other calls;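 also: 0% = median of the plate's neutral control wells and 100% = double that signal; a rise in the Bmi1 reporter signal indicates esBAF inhibition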
# Numbers without * were called inactive; ? = inconclusive; nt = not tested or not shown; & = joins results of further samples.
no.	Molecule	RAD54 branch	CASP6 VEID inh	E-selectin induc	RAD52 inh
1	O=C(O)c1nn(CCSc2ccccc2F)c(=O)c2ccccc12	-7	0	nt	-18
2	CO[C@H](CN(C)Cc1ccc(-c2ccccn2)cc1)[C@H](C)CN(C(=O)Nc1ccc(F)cc1)[C@H](C)CO	4	-1	0.3	-5
3	Cc1ccc(CN2C(=O)CSCC2(C)C(=O)Nc2c(C)cccc2C)cc1 (centres undefined)	nt	1	7.8	-25
4	CC1CCN(S(=O)(=O)c2ccc(NC(=O)C3CSC4(C)CCC(=O)N34)cc2)CC1 (centres undefined)	8	6	-2.0	-7
5	C[C@@H]1CCCCO[C@@H](CN(C)C(=O)Cc2ccccc2)[C@H](C)CN([C@@H](C)CO)C(=O)c2cc(NC(=O)Nc3ccc4c(c3)OCO4)ccc2O1	2	0	-0.4	-11
6	COc1ccc(N2CCC(CNC(=S)Nc3cccc(C)c3)C2)cc1 (centres undefined)	nt	-5	nt	-11
7	COc1ccc(C(=O)NCc2c(CC(C)C)oc(C)c2C(=O)O)cc1	-2	nt	nt	nt
8	CN=C1C=C/C(=N/N=c2\ccn(O)cc2C)C=C1C	7	10	-0.1	-2

no.	PglD inh	ARNT-TACC3 inh	ERp5 inh	esBAF inh
1	4	23	2	nt
2	0	6	2	-1
3	nt	nt	-4	nt
4	0	3	7	-2
5	-4	28	0	4
6	nt	-3	-1	nt
7	-6	-6	nt	-7
8	-7	13	3	-12

no.	Molecule	RAD54 branch	CASP6 VEID inh	E-selectin induc	RAD52 inh
9	O=C(CSc1cn[nH]n1)Nc1ccccc1C(F)(F)F	-2	-4	nt	-5
10	COc1ccc2cc(C(=O)N3CCc4ccccc43)[nH]c2c1	-4	3	-1.8	-14
11	Cc1ccc(S(=O)(=O)N2CCN(C(=O)C3CCN(C(=O)c4ccccc4C)CC3)CC2)cc1C	nt	4	?	-19
12	C/C(=N\NC(=O)C(O)(c1ccccc1)c1ccccc1)c1ccc(C)o1	-12	1	nt	-28
13	CCCNC(=O)Nc1ccc2c(c1)C(=O)N(C)C[C@@H](OC)[C@H](C)CN(C(=O)c1ccccc1F)[C@H](C)CO2	2	3	0.0	0
14	CC(=O)N(C)C[C@@H]1Oc2ncc(C#Cc3ccncc3)cc2C(=O)N([C@@H](C)CO)C[C@H]1C	2	3	-0.3	-8
15	Cc1ccc(C)c(C(C)NC(=O)c2ccccc2Br)c1 (centres undefined)	nt	-2	nt	-29
16	Cc1ccccc1NC(=S)N1CCN(c2ccccc2)CC1	0	1	0.3	-7

no.	PglD inh	ARNT-TACC3 inh	ERp5 inh	esBAF inh
9	-1	nt	-2	2
10	-1	-4	1	31
11	nt	2	0	nt
12	-10	nt	-4	-10
13	0	-4	7	1
14	-3	-7	1	-3
15	nt	22	4	nt
16	-2	-3	1	-4

# Of the compounds above, these contain a furan ring, fused or not:
no.	Molecule	RAD54 branch	CASP6 VEID inh	E-selectin induc	RAD52 inh
7	COc1ccc(C(=O)NCc2c(CC(C)C)oc(C)c2C(=O)O)cc1	-2	nt	nt	nt
12	C/C(=N\NC(=O)C(O)(c1ccccc1)c1ccccc1)c1ccc(C)o1	-12	1	nt	-28

no.	PglD inh	ARNT-TACC3 inh	ERp5 inh	esBAF inh
7	-6	-6	nt	-7
12	-10	nt	-4	-10

# Next records.
no.	Molecule	RAD54 branch	CASP6 VEID inh	E-selectin induc	RAD52 inh
17	COC(=O)[C@@]12C[C@@H](CC(=O)NCCCN3CCCC3=O)C(=O)N(Cc3cccc4ccccc34)C1=CCC(C)(C)C2	nt	-1	0.3	6
18	CC(=O)c1sc(NC(=O)c2ccc(Br)o2)nc1C	-16	0	-0.2	-10
19	C=C(C)C(=O)Nc1cccc(C2=NOC3(C2)C[C@@H](C(N)=O)N(C(=O)C2(C)CC2)C3)c1 (some centres undefined)	11	nt	-0.3	nt
20	Cc1cc(Br)ccc1OCC(=O)NNC(=O)c1cnccn1	nt	0	nt	-34
21	COC(=O)c1ccc2nc(NC(=O)C3CCCCC3)sc2c1	nt	3	nt	2
22	C[C@H](CO)N1C[C@H](C)[C@H](CN(C)S(C)(=O)=O)Oc2ccc(NC(=O)Nc3ccc(F)cc3)cc2C1=O	6	-2	-6.4	22
23	COc1cc(/C=N/Nc2cc(C)nc(N)n2)ccc1O	15	0	0.0	40
24	COc1ccccc1OCCC(=O)OCCN1C(=O)c2ccccc2C1=O	1	nt	nt	nt

no.	PglD inh	ARNT-TACC3 inh	ERp5 inh	esBAF inh
17	nt	nt	4	nt
18	6	-1	11	25
19	23*	17	nt	7
20	nt	18	-1	nt
21	nt	-2	1	nt
22	10	1	-2	-4
23	7	10	-1	32
24	-1	0	nt	0

no.	Molecule	RAD54 branch	CASP6 VEID inh	E-selectin induc	RAD52 inh
25	CN1C(=O)c2cc(NC(=O)Cc3cccs3)ccc2OC[C@@H]2O[C@@H](CC(=O)NCCc3ccncc3)CC[C@@H]21	7	69*	0.2	5
26	COc1cccc(NC(=O)CCCNC(=O)Cn2cnc3sc(C)c(C)c3c2=O)c1	8	-7	nt	-4
27	Nn1cnnc1N/N=C/c1cccc(Cl)c1Cl	-24	-3	-0.2	-9
28	C[C@@H]1CN([C@H](C)CO)C(=O)c2cc(NC(=O)Nc3ccc(F)cc3)ccc2O[C@@H](C)CCCCO[C@@H]1CN(C)C(=O)C1CCCCC1	-2	2	0.3	-12
29	CO[C@@H]1CC[C@@H]2CCN(C)C(=O)[C@H](C)[C@H](OC)CN(C)C(=O)c3cc(C#N)ccc3OC[C@H]1O2	-2	-1	0.1	2
30	O=C(CSc1nc(-c2ccc(F)cc2)cs1)N1CCN(C(=O)c2ccco2)CC1	9	nt	nt	nt
31	CCCCNC(=O)C1(O)c2ccccc2NC(=O)N1c1ccc(Cl)cc1 (centres undefined)	2	-1	nt	-12
32	CN1C/C(=C/c2ccsc2)C(=O)/C(=C/c2ccsc2)C1	-4	-17	1.0	-7

no.	PglD inh	ARNT-TACC3 inh	ERp5 inh	esBAF inh
25	2	1	1	0
26	1	4	-3	3
27	-3	-6	6	-3
28	2	-4	1	10
29	0	-10	0	4
30	-5	0	nt	-12
31	-5	3	2	9
32	-17	nt	4	6

no.	Molecule	RAD54 branch	CASP6 VEID inh	E-selectin induc	RAD52 inh
33	O=C(O)c1ccc(COc2ccc([N+](=O)[O-])cc2)o1	nt	1	-0.1	-10
34	CC(Sc1nnc(CNC(=O)c2ccccc2F)n1C)C(=O)Nc1nccs1 (centres undefined)	-3	4	nt	-15
35	C[C@@H]1CCCCO[C@H](CN(C)C(=O)NC2CCCCC2)[C@@H](C)CN([C@H](C)CO)C(=O)c2cc(NS(=O)(=O)c3ccccc3)ccc2O1	6	1	-0.1	3
36	Cc1cc(Nc2ccc(F)cc2C)n2ncnc2n1	-6	-1	4.8	-8
37	CN(C)Cc1c(C(=O)Nc2ccccc2)[nH]c2ccccc12	9	-2	0.3	-5
38	COc1ccc(NC(=O)CSc2nnc(C3CC3)n2C)cc1S(=O)(=O)N1CCCCC1	3	-1	0.0	-15
39	Cc1noc(C)c1NC(=O)Nc1ccc2c(c1)CC(=O)N([C@@H](C)CO)C[C@@H](C)[C@@H](CN(C)S(=O)(=O)c1ccccc1)O2	-2	0	-3.8	-1
40	O=c1cc(CO)oc(CN2CCCC2)c1O	-2	nt	nt	nt

no.	PglD inh	ARNT-TACC3 inh	ERp5 inh	esBAF inh
33	nt	3	0	10
34	1	-2	-3	-4
35	10	21	-4	3
36	-2	-9	5	0
37	-3	-7	0	36
38	-1	-25	4	0
39	2	nt	0	1
40	2	5	nt	-1

no.	Molecule	RAD54 branch	CASP6 VEID inh	E-selectin induc	RAD52 inh
41	CCOCCCNC(=O)CN1C(=O)NC(Cc2c[nH]c3ccccc23)C1=O (centres undefined)	4	4	nt	-5
42	CCCN1CC(=O)N2C(c3ccccc3)c3[nH]c4ccccc4c3C[C@H]2C1=O (some centres undefined)	5	3	nt	-22
43	CCCCCC(=O)Nc1ccc(S(=O)(=O)Nc2nccnc2OC)cc1	-5	8	nt	7
44	Cc1noc(C)c1S(=O)(=O)N(C)C[C@H]1Oc2ccc(NC(=O)Nc3ccc(C(F)(F)F)cc3)cc2CC(=O)N([C@H](C)CO)C[C@@H]1C	-6	nt	0.2	nt
45	CN1CCC(=NNC(=O)C(=O)Nc2cccc(Br)c2)CC1	nt	-31	nt	-36
46	COc1ccc(OC)c(NC(=O)C(CCSC)NS(=O)(=O)c2cccs2)c1 (centres undefined)	10	1	nt	-4
47	C[C@H](CO)N1C[C@H](C)[C@H](CN(C)C(=O)Nc2ccc3c(c2)OCO3)OCCCC[C@H](C)Oc2ccc(NS(=O)(=O)c3ccccc3)cc2C1=O	2	0	1.5	20
48	COc1ccc(-c2nnc(SCC(=O)c3cc(C)n(Cc4cccs4)c3C)o2)cc1	6	nt	nt	nt

no.	PglD inh	ARNT-TACC3 inh	ERp5 inh	esBAF inh
41	0	-7	-2	-3
42	-1	nt	0	1
43	3	6	-1	0
44	-1	-6	nt	2
45	nt	-4	0	nt
46	4	-1	4	-2
47	-2	8	-4	8
48	1	1	nt	0

no.	Molecule	RAD54 branch	CASP6 VEID inh	E-selectin induc	RAD52 inh
49	Cc1ccc2nc(-c3ccccc3)cc(C(=O)N(C)CC(=O)Nc3ccccc3Br)c2c1	nt	-1	-0.6	-20
50	CC1CN(Cc2ccccc2)c2ccccc2NC1=S (centres undefined)	-3	1	0.0	-9
51	COc1ccc(NC(=O)Nc2cccc3c2O[C@H](CN(C)C(=O)Nc2ccccc2)[C@H](C)CN([C@@H](C)CO)C3=O)cc1	8	nt	0.4	12
52	CO[C@H]1CN(C)C(=O)c2cc(NC(=O)Nc3ccc(Cl)cc3)ccc2OC[C@@H](C)NC[C@H]1C	14	-2	-0.1	6
53	CCN(/C=N/S(=O)(=O)c1ccc(Cl)cc1)CC	nt	0	nt	-9
54	COc1ccc2oc(C(=O)OCC(=O)N3CCC(C)CC3)c(C)c2c1	12	-3	0.3	-12
55	COc1ccc(S(=O)(=O)N(C)C[C@H]2Oc3ccc(NC(=O)Nc4ccc5c(c4)OCO5)cc3CC(=O)N([C@@H](C)CO)C[C@@H]2C)cc1	4	0	-17&0.1	-11
56	Cc1ccc(S(=O)(=O)N2C(=O)C(c3ccccc3)SC2=Nc2ccccc2)cc1 (centres undefined)	-6	nt	nt	nt

no.	PglD inh	ARNT-TACC3 inh	ERp5 inh	esBAF inh
49	nt	7	0	7
50	-5	4	-6	10
51	0	0	0	-1
52	1	10	-3	2
53	nt	0	3	nt
54	-4	nt	-12	-11
55	2	2	-1	-1
56	3	-3	nt	26

no.	Molecule	RAD54 branch	CASP6 VEID inh	E-selectin induc	RAD52 inh
57	Cc1cc(NC(=O)c2cccc(S(=O)(=O)N3CCCCC3)c2)no1	-1	1	-0.1	-6
58	C/C=C(/CCC1NCCc2c1[nH]c1ccccc21)[Si](C)(C)C (centres undefined)	nt	0	1.7	-5
59	O=C(C[C@H]1CC[C@@H]2[C@H](COC[C@@H](O)CN2C(=O)Nc2ccc(Cl)c(Cl)c2)O1)NCc1ccc(Cl)c(Cl)c1	-5	1	-0.1	3
60	O=C1CNC[C@@H]2[C@H](c3ccc(C4=CCCCC4)cc3)[C@@H](CO)N12	nt	2	0.2	6
61	CCCCNC(=O)N1CCCC(C(=O)c2cc(C)c(OC)c(C)c2)C1 (centres undefined)	-6	-1	0.2	-9

no.	PglD inh	ARNT-TACC3 inh	ERp5 inh	esBAF inh
57	-1	-1	-1	2
58	nt	2	3	nt
59	-1	15	-3	1
60	nt	nt	4	nt
61	7	-5	-5	-2
